Screens: PubChem BioAssay, National Center for Advancing Translational Sciences (NCATS)
RECQ1 inh: qHTS Assay for Inhibitors of RecQ-Like Dna Helicase 1 (RECQ1); AID 2549, 2010; Potency, µM (top dose mostly 57.3 µM), for inactives: at the top dose activity, negative = inhibition, most hits filed as inhibitors; RECQ1 DNA unwinding, red fluorescence kinetic read; 240,000 tested, 0.54% active;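 further: plate controls were vehicle for no effect and no enzyme for full effect; nearly all actives have a fitted effect of over 30% in size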
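RECQ1T1 50 nM; forked duplex (20 bp + 30-nt ss tails) 200 nM, ATP 2 mM final; pH 8.0, 2 mM MgCl2, 2.5 ug/ml poly(dI-dC); 15 min compound preincubation; discontinuous kinetic read over 2 h at RT.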
GAA inh: qHTS Assay for Inhibitors of Human alpha-Glucosidase as a Potential Chaperone Treatment of Pompe Disease; Lysosomal alpha-glucosidase (Homo sapiens), P10253; purified human GAA, 4-MU-alpha-glucoside fluorescence; Potency, µM (top dose mostly 76.9 µM), for the others: at the top dose activity change, negative = inhibition, usual class: inhibitors; 200,000 tested, 0.005% active;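 further: plate controls were uninhibited enzyme wells for no effect and no-enzyme background for full effect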
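Enzyme (4 nM final) mixed with compound (up to 77 uM), then 4-MU-alpha-D-pyranoside (400 uM final) added; 20 min at room temperature, pH 5.0. Reaction stopped at pH 10, fluorescence read, AC50 derived by Hill fit.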
aGlu spleen mod: qHTS Assay for Inhibitors and Activators of Human alpha-Glucosidase From Spleen Homogenate; Lysosomal alpha-glucosidase (Homo sapiens), P10253; human spleen homogenate, 4-MU-alpha-glucoside fluorescence; Potency, µM (series often up to 79.9 µM), inactives show at the highest dose activity change, negative = inhibition, usual class: inhibitors; 240,000 tested, 0.006% active;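 further: 0% = enzyme with vehicle and -100% = no enzyme basal signal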
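Human spleen homogenate (1 ug) incubated with compounds and 1 mM 4-methylumbelliferyl-alpha-D-glucopyranoside in pH 5.0 citrate/phosphate buffer, 37 C, 40 min. Stopped at pH 10; 4-MU fluorescence (Ex 365/Em 440 nm); AC50 by Hill fit.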
TRb SRC2 PPI: qHTS for Inhibitors of the Interaction of Thyroid Hormone Receptor and Steroid Receptor Coregulator 2; Thyroid hormone receptor beta (Homo sapiens), P10828; TRbeta-SRC2 peptide binding, fluorescence polarization; receptor liganded with 1 µM T3; Potency, µM (top dose mostly 106 µM), for the others: at the highest dose activity change, negative = inhibition, hits mostly inhibitors; 280,000 tested, 0.065% active; AID 1469, 2008;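 further: plate controls were bound peptide for no effect and peptide without receptor for full effect; nearly all actives have a fitted effect of over 50% in size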
Target sequence (P10828 whole entry, looked up): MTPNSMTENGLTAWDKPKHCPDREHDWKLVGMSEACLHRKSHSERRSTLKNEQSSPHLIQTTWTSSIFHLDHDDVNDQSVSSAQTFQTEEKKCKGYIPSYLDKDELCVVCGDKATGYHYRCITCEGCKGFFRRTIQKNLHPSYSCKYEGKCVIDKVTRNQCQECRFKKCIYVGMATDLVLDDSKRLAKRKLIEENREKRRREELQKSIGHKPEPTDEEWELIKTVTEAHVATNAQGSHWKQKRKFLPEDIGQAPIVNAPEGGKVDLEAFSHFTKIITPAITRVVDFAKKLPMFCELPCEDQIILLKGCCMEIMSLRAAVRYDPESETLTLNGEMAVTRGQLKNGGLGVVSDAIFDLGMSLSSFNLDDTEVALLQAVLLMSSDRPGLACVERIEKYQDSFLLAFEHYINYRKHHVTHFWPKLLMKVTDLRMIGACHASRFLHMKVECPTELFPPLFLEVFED
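Decrease in fluorescence polarization of 20 nM Texas Red SRC2 coactivator peptide flagged inhibition of its binding to 0.6 uM TRb LBD; 1 uM T3 included, incubation 5 hr, ex 555/em 632 nm.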
GAA glycogen: qHTS Assay for Inhibitors and Activators of Human alpha-Glucosidase Cleavage of Glycogen. 300,000 tested, 0.38% active. AID 2100, 2009. Potency, µM (series often up to 76.4 µM), for inactives: at the highest dose activity change, negative = inhibition, usual class: inhibitors. recombinant GAA, glycogen substrate, Amplex Red glucose oxidase fluorescence. Lysosomal alpha-glucosidase (Homo sapiens), P10253;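 further: 0% = full enzyme reaction and -100% = no-enzyme basal signal; the screen sought inhibitors and activators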
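qHTS, 1536-well; enzyme 4 nM final; cpd up to 77 uM; substrate bovine liver glycogen 30 ug; 50 mM citrate/phosphate pH 5.0, 0.01% Tween-20; 37 C, 40 min; Amplex Red detection 45 min RT; Hill fit → AC50.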
L3MBTL1 block: qHTS Assay for the Inhibitors of L3MBTL1; 230,000 tested, 0.66% active; AlphaScreen L3MBTL1–H3K9me1 peptide binding; Potency, µM (titrated, usually from 57.1 µM), for inactives: at the top dose activity, negative = inhibition, usual class: inhibitors; further: nearly all actives have a fitted effect of over 60% in size
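Read-out is AlphaScreen signal from streptavidin donor and nickel chelate acceptor beads (10 ug/mL final each) bridging L3MBTL1 (50 nM) and biotinylated K9-monomethylated H3(1-15) peptide (75 nM), after 30 min compound exposure at room temperature.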
GoLoco inh red: qHTS Assay for Inhibitors of RGS12 GoLoco Motif Activity (Red Fluorophore). Guanine nucleotide-binding protein G(i) subunit alpha-1 (Homo sapiens), P63096. Gai1:RGS12 GoLoco peptide FP, rhodamine, 10 min. Potency, µM (doses to about 61.6 µM), without a hit: at the top dose activity, negative = inhibition, actives largely listed as inhibitors. 230,000 tested, 0.44% active; active means well fitted inhibition curve with a large enough effect, not every such curve was filed as active; inactive means no such curve, though single readings can be large or run the other way; further: nearly all actives have a fitted effect of over 30% in size; many of its hits are not listed in these tables
Target sequence (P63096 whole entry, looked up): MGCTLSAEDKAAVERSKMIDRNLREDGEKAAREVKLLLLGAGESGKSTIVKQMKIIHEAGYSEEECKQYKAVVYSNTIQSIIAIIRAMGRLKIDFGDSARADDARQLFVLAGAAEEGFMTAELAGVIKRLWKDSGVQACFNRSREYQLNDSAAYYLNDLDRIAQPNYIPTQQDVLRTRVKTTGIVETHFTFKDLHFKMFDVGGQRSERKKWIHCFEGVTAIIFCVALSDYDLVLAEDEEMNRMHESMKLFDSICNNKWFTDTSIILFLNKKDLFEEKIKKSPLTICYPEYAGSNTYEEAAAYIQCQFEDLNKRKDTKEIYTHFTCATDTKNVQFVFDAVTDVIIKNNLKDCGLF
TexasRed fluor: Total Fluorescence Counterscreen for Inhibitors of the Interaction of Thyroid Hormone Receptor and Steroid Receptor Coregulator 2; TRb/SRC2 Texas Red total fluorescence interference; Potency, µM (series often up to 106 µM), for inactives: at the highest dose fluorescence change, negative = quenching; 280,000 tested, 0.29% active; active means well fitted curve in either direction with a large enough effect; inconclusive means small, poorly fitted or top-dose-only effect
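Flags fluorescent or light-absorbing compounds by total fluorescence, S + 2P, at 555 nm excitation and 632 nm emission. Mixture: 20 nM Texas Red SRC2 peptide, 0.6 uM human TRb LBD, 1 uM T3, 5% DMSO; compound exposure 5 h at ambient temperature.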
An asterisk follows results filed as active; i = inactive; ? = inconclusive; . = no result given; [ ] = remark or other dose. Unless noted, the call rests on the fitted dose curve; in most records, active means well fitted curve in the direction sought with a large enough effect; inconclusive means small, poorly fitted or top-dose-only effect, or another doubt; inactive means no such curve, though single readings can be large; an effect the other way counts as inactive or inconclusive. Unless noted, on the % scale 0 is the no-effect control and ±100 the full control effect; potency means the concentration at half of the fitted maximal effect. The list is partial; count on the stated rates, not on these rows.

structure | RECQ1 inh | GAA inh | aGlu spleen mod | TRb SRC2 PPI | GAA glycogen | L3MBTL1 block | GoLoco inh red | TexasRed fluor
CC1CN(S(=O)(=O)c2ccc(Cl)c(S(=O)(=O)N3CC(C)OC(C)C3)c2)CC(C)O1 (stereo unspecified) | -6% | -13% | 3% | -5% | 5% | -2% | 6% | 2%
Cn1ccnc1SCc1cn2ccccc2n1 | -10% | ? | -3% | 3% | -6% | 8% | 11% | 0%
Cc1ccccc1Nc1c(-c2ccccc2)nc2ncccn12 | -14% | . | 2% | -2% | ? | 10% | 8% | -3%
C/C(=N\NC(=O)CC1N=C(Cc2ccccc2)NNC1=O)c1ccc(C)cc1 (stereo unspecified) | -5% | 11% | -10% | -9% | -7% | 4% | 9% | -2%
CC(=O)C1=C(C)NC(=O)CC1c1ccc(F)cc1 (stereo unspecified) | i | 2% | -16% | 0% | -4% | 6% | -9% | -2%
COc1ccc(/C=N/NC(=O)c2cccnc2)cc1CN1CCCc2ccccc21 | -28% | -15% | 2% | 0% | -26% | . | -1% | -2%
COc1ccc(-c2cc(N3C(=O)Nc4ccccc4N3O)n[nH]2)cc1 | 3% | -4% | -1% | -9% | -11% | 0% | 14% | -5%
Cc1ccc(NC(=O)CSc2nc3ccccc3c3nc4ccccc4n23)cc1 | -3% | -2% | -8% | -9% | 0% | -1% | 7% | -4%
C=C(C)C1Cc2c(ccc(C(=O)O)c2O)O1 (stereo unspecified) | -16% | . | -2% | -2% | . | . | -1% | -3%
c1ccc2sc(SSc3nc4ccccc4s3)nc2c1 | -5% | . | 4% | 1%[201 µM] | . | . | 10µM* | -1%[201 µM]
COc1cc(/C=N/n2nnnc2N)ccc1OCc1c(C)no[n+]1[O-] | 2% | 5% | 4% | 4% | 3% | 4% | -13% | -2%
CCN(CC)S(=O)(=O)c1cc(F)ccc1OC | -2% | 2% | 7% | -23% | 6% | -5% | 6% | -1%
COc1cc(NC(=O)c2cccc(Cl)c2)c(OC)cc1NC(=O)CN1CCCCC1 | 9% | 4% | -5% | -6% | -6% | 10% | -2% | -5%
O=C(c1cnn2c(C(F)F)cc(-c3ccccc3)nc12)N1CCOCC1 | i | 0% | -2% | -3% | -1% | -3% | 6% | -2%
O=c1nc(-c2ccccc2)c2ccccc2[nH]1 | 4% | 13% | 4% | -18% | 28% | . | 3% | -5%
CCOC(=O)N1CCC(Nc2c(NCCCN3CCN(C4CCCCC4)CC3)c(=O)c2=O)CC1 | -1% | 0% | -9% | -3% | 4% | . | -2% | -1%
CCOC(=O)Cn1nc(C(F)F)c(Br)c1C | -1% | -1% | 8% | -3% | 8% | . | 4% | 1%
O=C1N2CCSC2=NC1(NS(=O)(=O)c1ccccc1)C(F)(F)F (stereo unspecified) | -3% | 7% | 0% | 2% | 3% | 4% | 2% | -2%
CCOc1ccc(Nc2nc(NCCN3CCOCC3)nc(OC)n2)cc1 | -10% | -6% | -7% | 1% | 3% | . | 4% | -4%
COc1cc(O)oc1C=Nc1ccc(Cl)cc1 | -1% | -6% | -3% | -14% | -12% | -5% | 7% | -3%
CC(C)C(Nc1ccc(C(F)(F)F)cc1[N+](=O)[O-])C(=O)O (stereo unspecified) | 1% | 5% | -24% | 4% | 1% | -3% | 1% | -5%
CCCOC(=O)C1=C(C)OC23OC(N)=C(C#N)C12C(=O)c1ccccc13 (stereo unspecified) | -4% | 5% | 6% | -15% | -3% | 1% | 4% | 0%
COC(=O)c1c(C)oc(C)c1S(=O)(=O)NCc1ccco1 | i | -6% | 6% | 8% | 7% | 4% | 3% | -7%
Cc1cccc(-c2nnc(-c3ccccc3)o2)c1 | -5% | 6% | -4% | -3% | -4% | 10% | -3% | -4%
O=C(NC1CCCC1)C(c1ccncc1)N(Cc1ccccc1)C(=O)c1ccc(-c2ccccc2)[nH]1 (stereo unspecified) | -8% | -1% | -7% | -7% | -9% | -16% | 1% | -2%
CCn1c(COc2ccccc2Cl)nnc1SCC(=O)Nc1ncccc1C | -4% | 4% | 1% | 5% | 4% | 5% | -11% | 8%
Cc1ccc(NCc2n[nH]c(=S)n2Cc2ccccc2)cc1Cl | i | 5% | 3% | -8% | ? | ? | 19% | -5%
COC(=O)CSc1nnc2n(C3CCCCC3)c(=O)c3c4c(sc3n12)CCCC4 | 1% | 3% | -14% | -8% | -7% | 0% | -11% | 1%
C=CCNC(=S)NNc1nc2c(c(=O)[nH]1)C1(CCCC1)Cc1ccccc1-2 | -18% | -1% | 2% | -11% | ? | 2% | 1% | -3%
O=C(Nc1ccc(C(=O)NN2C(=O)c3ccccc3C2=O)cc1)c1ccccc1 | -2% | 2% | 0% | 3% | -8% | . | -5% | -1%
CCCC(=O)Nc1nnc(SCC(=O)Nc2ccc3c(c2)OCO3)s1 | -2% | 7% | -7% | -2% | 2% | 42%[activator] | 12% | -7%
COc1ccc(C(=O)NC(=S)Nc2ccc(S(N)(=O)=O)cc2)cc1 | 5% | 1% | 2% | 6%[53 µM] | -5% | -13% | 4% | -1%[53 µM]
Cc1c(Cl)cccc1Nc1nc(N)nc(CSCCO)n1 | 3% | -2% | -3% | 3% | -6% | -6% | -2% | -2%
COc1ccc(OCC(O)CN2CCC(CN3C(=O)c4cccc5cccc(c45)C3=O)CC2)cc1 (stereo unspecified) | i | -9% | 0% | -23% | ? | -6% | 11% | 2%
Cn1nc([N+](=O)[O-])nc1N1CCN(c2ccc(F)cc2)CC1 | i | -2% | 1% | -6% | 3% | . | -15% | -3%
CCCCN(C)C1CCN(C(=S)Nc2ccc(OCC)cc2)CC1 | -3% | -8% | -17% | -2% | 3% | . | 4% | 2%
Cc1ccc2c(c1)CCCN2C(=O)NC1CCCCC1 | -8% | 2% | 0% | -6% | 6% | 0% | 3% | -1%
CCC(c1nnnn1C(C)(C)C)N1CCN(C2CCCC2)CC1 (stereo unspecified) | -6% | -9% | -5% | -3% | 5% | -1% | 4% | -4%
O=c1[nH]c2ccc(NS(=O)(=O)c3ccc([N+](=O)[O-])cc3)cc2[nH]1 | -2% | 4% | -1% | -5% | -2% | . | 11% | -5%
CCOC(=O)COC(=O)c1ccc(O)cc1 | i | -2% | -2% | 0% | -9% | . | 1% | 2%
CNC(C)c1ccc(S(N)(=O)=O)cc1 (stereo unspecified) | 0% | -1% | 15% | 1% | -8% | 1% | 4% | 0%
Cc1nc(Nc2ccc3c(c2)OCCO3)c2oc3ccccc3c2n1 | i | -7% | -7% | -4% | 1% | -6% | -4% | -10%
Cc1cc(C)nc(N/N=C/c2cc(C)n(CC(F)(F)F)c2C)n1 | -1% | ? | -5% | -2% | ? | . | 4% | 0%
COc1ccc(CCNC(=O)/C(=C/c2cccnc2)NC(=O)c2ccccc2)cc1 | -12% | ? | -10% | 3% | 4% | 7% | 3% | 1%
Cc1cccc(C)c1OCc1nc2ccccc2c(=O)n1/N=C/c1ccc(OCC(=O)O)cc1 | 7% | 7% | -1% | 8% | -2% | 1% | 10% | -2%
Cc1ccc(CN2CCN(Cc3ccccc3C(F)(F)F)CC2)cc1 | i | -2% | 1% | 1% | -2% | . | 1% | 1%
COc1ccc(C(=O)COc2ccccc2C(=O)Nc2ccccc2)cc1 | -3% | -4% | -13% | -2% | 11% | 8% | 12% | -1%
O=C(COc1ncnc2ccccc12)Nc1cc([N+](=O)[O-])ccc1Cl | -1% | 2% | -16% | -5% | -7% | 8% | 4% | -4%
COc1cc(/C=C2/C(=N)N3C(c4ccccc4)=CSC3=NC2=O)ccc1OCC(=O)O | -1% | . | 3% | -5% | 1% | . | 0% | -7%
Cc1ccccc1CN1CCN(C/C=C/c2ccccc2)CC1 | -2% | -1% | 2% | 6% | -8% | . | 2% | 0%

Record cards (already shown). Order of screens: RECQ1 inh	GAA inh	aGlu spleen mod	TRb SRC2 PPI	GAA glycogen	L3MBTL1 block	GoLoco inh red	TexasRed fluor
Cc1ccc2c(c1)CCCN2C(=O)NC1CCCCC1 in the list: -8%	2%	0%	-6%	6%	0%	3%	-1%
O=C(Nc1ccc(C(=O)NN2C(=O)c3ccccc3C2=O)cc1)c1ccccc1 in the list: -2%	2%	0%	3%	-8%	.	-5%	-1%
Cc1cc(C)nc(N/N=C/c2cc(C)n(CC(F)(F)F)c2C)n1 in the list: -1%	?	-5%	-2%	?	.	4%	0%

Next part:
structure | RECQ1 inh | GAA inh | aGlu spleen mod | TRb SRC2 PPI | GAA glycogen | L3MBTL1 block | GoLoco inh red | TexasRed fluor
CC(=O)NN=C1CCC(c2ccccc2)CC1 (stereo unspecified) | i | -8% | 2% | 3% | -2% | 2% | -18% | -2%
COc1ccc(CN(Cc2cc3cc(OC)c(OC)cc3[nH]c2=O)C(=O)NC2CCCCC2)cc1 | i | -1% | 6% | 0% | 1% | . | -5% | -2%
Cc1cccc(NC(=S)N2N=CCC2c2ccccc2)c1 (stereo unspecified) | i | ? | -3% | -9% | 7% | . | -4% | 0%
O=C(NC(=S)Nc1ccc(N2CCCCC2)cc1)c1ccco1 | i | 0% | -2% | 1% | -16% | ? | 6% | -3%
Nc1nc(N)c(N=Nc2ccc(S(N)(=O)=O)cc2)c(=O)[nH]1 | -16% | -7% | 0% | -1% | 4% | 5% | -1% | -4%
